# MrgX1 antagonist: blocks BAM8-22 activation of human MrgX1 receptor; Q96LB2; MRGX1-HEK293 calcium flux, Fluo-4, BAM8-22 antagonism; hits give low values; B-score at 10 µM; actives 1.3% (n = 310,000); AID 588676;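 active = calcium-response B-score plate-corrected more than 3 library SD below zero, starting fluorescence within 5 deviations, no agonist response on first addition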;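 note: peak minus trough fluorescence over baseline after final BAM8-22 challenge near maximal dose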
# TRPC4 block: blocks the mouse TRPC4 cation channel | actives 0.39% (n = 300,000) | HEK293 TRPC4beta/mu-opioid, DAMGO-evoked Fluo4 calcium flux; hits give low values | B-score at 10 µM | Q9QUQ5;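 active = B-score over 3 SD under the library average, no early fluorescence shift, positive overall ratio signal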
# Target sequence (Q9QUQ5 whole entry, looked up): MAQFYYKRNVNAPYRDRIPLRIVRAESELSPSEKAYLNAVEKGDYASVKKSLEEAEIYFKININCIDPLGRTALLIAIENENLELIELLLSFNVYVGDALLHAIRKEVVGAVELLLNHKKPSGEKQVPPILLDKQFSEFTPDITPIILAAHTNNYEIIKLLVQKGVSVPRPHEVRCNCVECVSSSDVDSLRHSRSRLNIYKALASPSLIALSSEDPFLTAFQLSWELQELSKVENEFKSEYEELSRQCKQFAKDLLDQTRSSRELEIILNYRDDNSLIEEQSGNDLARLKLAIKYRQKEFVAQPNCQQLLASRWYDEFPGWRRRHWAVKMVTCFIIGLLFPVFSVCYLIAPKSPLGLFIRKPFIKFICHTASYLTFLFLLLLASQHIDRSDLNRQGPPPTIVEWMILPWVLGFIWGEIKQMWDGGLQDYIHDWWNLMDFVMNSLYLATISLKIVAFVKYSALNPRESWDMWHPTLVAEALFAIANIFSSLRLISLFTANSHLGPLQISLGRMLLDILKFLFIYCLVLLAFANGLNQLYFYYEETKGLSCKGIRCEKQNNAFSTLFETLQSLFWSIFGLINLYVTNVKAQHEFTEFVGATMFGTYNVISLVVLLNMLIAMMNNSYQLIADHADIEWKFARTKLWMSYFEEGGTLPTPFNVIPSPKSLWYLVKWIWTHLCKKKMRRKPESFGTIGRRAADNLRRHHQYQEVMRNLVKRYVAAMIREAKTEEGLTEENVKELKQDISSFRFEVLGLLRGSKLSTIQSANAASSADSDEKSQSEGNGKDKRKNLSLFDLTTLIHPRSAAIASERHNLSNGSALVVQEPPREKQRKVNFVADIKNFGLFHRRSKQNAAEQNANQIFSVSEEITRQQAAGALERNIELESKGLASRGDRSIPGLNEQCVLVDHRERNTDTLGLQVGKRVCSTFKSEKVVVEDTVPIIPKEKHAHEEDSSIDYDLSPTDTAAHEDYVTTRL
#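 Material: HEK293 cells with stable TRPC4beta plus mu-opioid receptor expression / Probe or stimulus: DAMGO in two steps, submaximal then maximal / Compound: single concentration per test compound / Technique: kinetic Fluo4 fluorescence imaging of calcium influx / Read-out: per-well B score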
# MrgX1 PAM: allosterically activates human MrgX1 receptor signaling | MrgX1-HEK293, Fluo-4 calcium flux, FDSS; hits give high values | B-score at 10 µM | actives 0.63% (n = 310,000);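 active = plate-corrected calcium response at least 3 library SD above typical, normal starting fluorescence, not activating the receptor alone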;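 note: compound read alongside a low EC10 to EC30 dose of BAM8-22 agonist; peak minus trough fluorescence over baseline measured at the second addition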
# TRPC6 inhibitor: mouse TRPC6 channel inhibition; Q61143; HEK293-TRPC6, membrane potential dye, ACh-evoked depolarization; hits give low values; B-score at 10 µM; actives 1.1% (n = 310,000);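 active = B-score under library mean minus 3 SD, initial fluorescence not abnormally high, positive integrated signal ratio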;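 note: B-score derived from integrated fluorescence ratio over the kinetic read; more negative B-score means stronger inhibition of depolarization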
# MrgX1 ag: agonists of human MrgX1 receptor | Q96LB2 | MrgX1-HEK293 cells, Fluo-4 calcium fluorescence, agonist mode; hits give high values | B-score at 10 µM | actives 0.44% (n = 310,000);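 active = calcium response B-score plate-corrected fluorescence ratio at least 3 library SD, with starting fluorescence B-score inside 5 SD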
#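 times = overnight plating, then 30 min 37 °C plus 30 min room-temperature dye loading | assay system = stable human MrgX1 HEK293 cell line | input = fifteen thousand cells per well | signal = kinetic calcium dye fluorescence, Fluo-4 NW | dosing = compound delivered in addition one of three | read-out = B-scored fluorescence response ratio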
# RGS4 block: inhibitors of human RGS4; P49798; HEK293 M3R/RGS4 inducible, Fluo-4 calcium flux; hits give high values; triggered by carbachol at its EC20; B-score at 10 µM; actives 0.45% (n = 310,000); AID 463165;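 active = B-score, a plate-corrected calcium signal, over three deviations above library mean, with baseline fluorescence within five deviations of library mean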;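 note: RGS4 expression induced by doxycycline in cells with stable M3 receptor; B-score is computed from the integrated fluorescence ratio over baseline after carbachol; higher B-score means a larger calcium signal and so more RGS4 inhibition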
# TRPC6 activator: mouse TRPC6 channel activation; Q61143; HEK293-TRPC6 membrane potential dye fluorescence; hits give high values; actives 0.13% (n = 310,000); B-score at 10 µM;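 active = B-score of the integrated fluorescence ratio above library mean plus 3 SD, and starting fluorescence ratio within library mean plus 5 SD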;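 note: higher score means more depolarization so channel activation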
# Platelet DG rel: modulates dense granule release in human platelets; human platelet-rich plasma, SFLLRN dense granule ATP release, luminescence; inhibition, %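 (compounds screened at 7.5 µM in platelet-rich plasma)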; actives 0.22% (n = 300,000);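 active = mean replicate score, as percent of positive control, at or above 50; inconclusive = mean below 50 but at least one replicate at or above 50; inactive = mean and every replicate below 50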
# HIF act: HIF pathway transcriptional activation; actives 0.32% (n = 300,000); U2OS HRE-luciferase reporter, luminescence; normalized: DMSO 0%, desferrioxamine 100%; AID 1910; activation, % at 7.5 µM (by protocol);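 active = mean activation of at least 10% of the iron chelator positive control signal, with at least half of replicates also reaching 10%; inconclusive = mean and replicate majority disagree about reaching 10%; inactive = mean and most replicates under 10%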
# RGS4 pot: RGS4 potentiation or activation; HEK293 M3R/inducible RGS4, carbachol calcium flux Fluo4; hits give low values; B-score at 10 µM; actives 0.92% (n = 310,000);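 active = B-score of the integrated calcium signal more than 4 SD below the library mean, with starting fluorescence not abnormally high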;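 note: negative B-score means reduced calcium response which marks RGS4 activation or potentiation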
#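 Reagent: ECmax carbachol challenge; Test system: M3R-expressing HEK293 line, RGS4 induced by doxycycline; Schedule: overnight RGS4 induction, 30 min dye load 37 °C, 20 min compound RT; Detection: calcium dye Fluo4 fluorescence; Read-out: Agonist-evoked peak-minus-minimum fluorescence over baseline, integrated ratio, B score.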
# SKKanGAS inh: blocks kanamycin growth of S. pyogenes SKKanGAS strain; BacTiter-Glo, 6 h; inhibition, % at 7.5 µM; actives 1.3% (n = 300,000);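 active = mean replicate score, as percent of positive control median, at least 50; inconclusive = mean below 50 but one replicate at or above 50; inactive = mean and every replicate below 50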;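 note: strain carries kanamycin resistance gene driven by streptokinase promoter and grows in 40 µg/ml kanamycin; loss of luminescence reflects streptokinase promoter inhibition or plain growth inhibition; 0% = median of DMSO wells and 100% = positive control at its reference dose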
# Numbers without * were called inactive; i = inactive; ? = inconclusive; · = not tested or not shown. Random draw from the library; overall some 6.1% were active at least once.
SMILES,MrgX1 antagonist,TRPC4 block,MrgX1 PAM,TRPC6 inhibitor,MrgX1 ag,RGS4 block,TRPC6 activator,Platelet DG rel,HIF act,RGS4 pot,SKKanGAS inh
Cc1ccc(S(=O)(=O)NCCCNC(=O)N2CCOCC2)cc1,i,i,i,i,i,i,i,0.5,-0.3,i,-3.7
CC(C)CC(=O)NC(=S)Nc1ccc(S(=O)(=O)NC(C)(C)C)cc1,i,i,i,i,i,i,i,3.3,0.0,i,-2.9
O=C(Cn1[nH]c(=O)c2ccccc2c1=O)NC1CCN(Cc2ccccc2)CC1,i,i,i,i,i,i,i,8.8,-0.1,i,·
CCCCN(C(=O)c1ccc(C#N)cc1)c1c(N)n(CCC)c(=O)[nH]c1=O,i,i,i,i,i,i,i,-9.3,-0.5,i,-2.4
CCn1cc(CNC(=O)c2ccc3nc(Cc4ccccc4F)oc3c2)cn1,i,i,i,i,i,i,i,15.9,2.4,i,0.5
CCOc1ccc(Cn2ccnc2)cc1[N+](=O)[O-],i,i,i,i,i,i,i,-6.8,-0.5,i,-0.8
Cc1nnc(SCC(=O)Nc2nccs2)n1N,i,i,i,i,i,i,i,19.2,-0.2,i,-1.8
COc1ccc(NC(=O)COC(=O)CCNS(=O)(=O)c2ccc(Cl)cc2)cc1,i,i,i,i,i,i,i,-7.7,-0.4,i,-7.2
Cc1nnc(SCC(=O)N2CCN(S(=O)(=O)c3ccc(Cl)cc3)CC2)[nH]c1=O,i,i,i,i,i,i,i,5.2,0.1,i,3.9
COc1ccc(Nc2nnc(SCC(=O)N3CC(=O)Nc4ccccc43)s2)cc1,i,i,i,i,i,i,i,7.3,0.1,i,-15.3
Cn1c(C(=O)N2CCN(c3nc4ccccc4s3)CC2)cc2sccc21,i,i,i,i,i,i,i,3.6,-0.3,i,8.4
COc1ccc2[nH]cc(CCNC(=O)Nc3ccccc3C)c2c1,i,i,i,i,i,i,i,-2.3,-0.4,i,-1.9
COc1ccc(-n2c(CN3CCC(C(N)=O)CC3)nc3ccc([N+](=O)[O-])cc3c2=O)c(OC)c1,i,i,i,i,i,i,i,7.5,-0.2,i,7.3
O=C(CSc1nnc(COc2ccc(Cl)cc2)o1)N1CCCC1,i,i,i,i,i,i,i,-2.9,0.0,i,3.3
CC(=O)NC(O)C(=O)c1ccccc1 (centres undefined),i,i,i,i,i,i,i,1.4,0.8,i,1.5
CCOC(=O)CSc1nc2c(c(=O)n(Cc3ccccc3Cl)c(=O)n2C)n1C,i,i,i,i,i,i,i,·,-0.2,i,4.6
COc1cc(NC(=O)c2cccc(Cl)c2)c(OC)cc1NC(=O)CN1CCOCC1,i,i,i,i,i,i,i,8.9,-0.1,i,-3.6
O=C(Oc1ccc(-c2nnco2)cc1)N1CCOCC1,-5.04*,i,i,i,i,i,i,0.2,-0.3,i,4.5
Cc1ccccc1NC(=O)/C=C/c1cccc(C(F)(F)F)c1,i,i,i,i,i,i,i,-1.9,0.8,i,1.6
COc1cc(NC(=O)CC2NCCNC2=O)cc(OC)c1 (centres undefined),i,i,i,-6.14*,i,i,i,-1.3,0.3,i,-8.4
O=C(CSc1nc2ccccc2c(=O)n1Cc1ccc(F)cc1)NCc1cccs1,i,i,i,i,i,i,i,11.8,-0.1,i,4.8
Cc1nn(-c2ccccc2)cc1/C=N/NC(N)=S,i,i,i,i,i,i,i,20.1,0.8,i,-4.0
COc1ccc(-c2csc(NNC3=NCCCCC3)n2)cc1,i,i,i,i,i,i,i,2.5,205.3*,i,-17.2
O=C(O)C1CSC(c2ccncc2)N1 (centres undefined),i,i,i,i,i,i,i,-1.0,0.1,i,-2.6
CC(C)c1nc(SCc2ccccn2)c2c(=O)n(C)c(=O)n(C)c2n1,i,i,i,i,i,i,i,10.1,0.1,i,-1.3
C=C(C)c1nc2cc(OC)c(OC)cc2c(=O)o1,i,i,i,i,i,i,i,-1.9,-0.1,i,-2.9
O=[N+]([O-])c1cc2c(c(CSc3nnnn3-c3ccc(O)cc3)c1)OCOC2,i,i,i,i,i,i,i,20.3,-0.1,i,-1.7
Cc1ccc(N(C(=O)c2ccco2)C(C(=O)NC2CCCC2)c2cccnc2)cc1 (centres undefined),i,i,i,i,i,i,i,-1.2,0.2,i,12.6
COC(C/C=C\[C@H](O)COCc1ccccc1)OC,i,i,i,i,i,i,i,7.0,0.0,i,-7.7
O=C(NC1CCSc2ccccc21)c1cccc(Br)c1 (centres undefined),i,i,i,i,i,i,i,-6.0,0.6,i,14.5
Cc1ccc(Sc2c(C#N)c(-c3ccccc3)nn2C)cc1,i,i,i,i,i,i,i,-5.9,0.3,-7.95*,-15.2
COc1cc(-c2nc3ccccn3c2/N=C/c2ccc(F)cc2)ccc1O,i,i,i,i,i,i,i,4.5,0.3,i,-1.4
COc1ccc(C(=O)NCc2ccc(N3CCN(C)CC3)cc2)cc1,i,i,i,i,i,i,i,-1.2,2.0,i,-0.4
CCOc1ncccc1C(=O)NCCc1ccc(Cl)cc1,i,i,i,i,i,i,i,-3.9,0.6,i,9.8
O=C(C1CCCN(S(=O)(=O)c2ccc(F)cc2)C1)N1CCCCCC1 (centres undefined),i,i,i,i,i,i,i,-3.5,1.8,i,18.6
CCOC(=O)CNC(=S)N(Cc1cccs1)C1CCCCC1,i,i,i,i,i,i,i,8.1,-0.4,i,-3.1
COc1ccc(CCN=C(N)NS(=O)(=O)c2ccc(C)cc2)cc1OC,i,i,i,i,i,i,i,0.6,-0.3,i,-2.5
COc1ccc(OC)c(-c2csc(NC(=O)CN3C(=O)C4CCCCC4C3=O)n2)c1 (centres undefined),i,i,i,i,i,i,i,-21.4,-0.2,i,-1.6
COc1ccc(C2=NS(=O)(=O)N(C)C(C(=O)N3CCN(C)CC3)=C2)cc1,i,i,i,i,i,i,i,1.2,0.1,i,-2.3
N#Cc1c(NC(=O)CSc2nnnn2C2CCCCC2)sc2c1CCCC2,i,i,i,i,i,i,i,12.0,·,i,-2.2
N#Cc1cc2cc3c(cc2nc1SCC(=O)N1CCCC1)OCCO3,i,i,i,i,i,i,i,-8.0,2.1,i,-2.3
COc1ccc(NC(=O)CN2C(=O)CSc3ccc(S(=O)(=O)N4CCCC4)cc32)cc1OC,i,i,i,i,i,i,i,3.0,0.4,i,-2.7
O=C(c1ccccc1NS(=O)(=O)c1ccc(F)cc1)N1CCOCC1,i,i,i,i,i,i,i,-1.5,-0.2,i,-3.4
Cc1ccc(NC(=O)CN2C(=O)C3CC=CCC3C2=O)cc1S(=O)(=O)N1CCOCC1 (centres undefined),i,i,i,i,i,i,i,-19.0,-0.1,i,0.5
O=C(O)CCN1C(=O)c2ccc(NC(=O)C(c3ccccc3)c3ccccc3)cc2C1=O,i,i,i,i,i,i,i,7.0,-0.4,i,4.2
CC(=O)Nc1ccc(NS(=O)(=O)C(F)(F)F)cc1,-8.72*,i,i,i,i,i,i,4.3,0.0,i,-4.7
CCOC(=O)CNc1c(-c2ccc(F)cc2)nc2cnccn12,i,i,i,i,i,i,i,-2.2,0.0,i,-9.2
COc1ccc(CCNC(=O)CCn2c(=O)c3ccccc3n(CC(=O)NCC3CCCO3)c2=O)cc1OC (centres undefined),i,i,i,i,i,i,i,4.0,-0.5,i,8.3
Cc1ccc(C2=NN(C(=O)CCCC(=O)O)C(c3ccc4c(c3)OCO4)C2)cc1 (centres undefined),i,i,i,i,i,i,i,1.9,0.0,i,5.0
Cc1ccccc1CSc1nnc(CCCCCNC(=O)OC(C)(C)C)o1,i,i,i,i,i,i,i,-2.9,-0.3,i,0.1
COc1ccccc1-c1nnc(NC(=O)CCS(=O)(=O)c2ccccc2)o1,i,i,i,i,i,i,i,1.2,-0.1,i,?
CN(C)/C(CN1CCN(C=O)CC1)=C1\N=C(c2ccccc2)OC1=O,i,i,i,i,i,i,i,4.8,0.1,i,-2.3
O=C1NCCN/C1=C\C(=O)c1ccccc1,i,i,i,i,i,i,i,-5.1,0.9,i,6.7
NC(=O)Nn1c(CCC(=O)O)ccc1-c1ccc(F)cc1,i,i,i,i,i,i,i,-1.7,-0.2,i,-0.5
Cc1cc(=O)oc2c(C)c(OCC(=O)N3CCN(c4ccccc4)CC3)ccc12,i,i,i,i,i,i,i,8.7,0.2,i,0.0
CC[C@@H](C)[C@@H](C(=O)N1CCNCC1)n1cc(CCC(=O)O)nn1,i,i,i,i,i,i,i,3.6,-0.6,i,-0.8
O=C(Nc1cccc(Cl)c1N1CCCC1)c1ccc(Br)o1,i,i,i,i,i,i,i,0.2,-0.3,i,70.3*
COc1ccc(N2CCN(S(=O)(=O)c3ccc(C(=O)NC4CCCC4)cc3)CC2)cc1,i,i,i,i,i,i,i,-0.8,-0.1,i,16.4
Cc1nc(/N=C(\N)N(C)C)[nH]c(=O)c1C,i,i,i,i,i,i,i,-2.6,0.9,i,2.6
O=C(Oc1ccc(NC2=C(Cl)C(=O)c3ccccc3C2=O)cc1)c1ccc([N+](=O)[O-])cc1,·,i,·,i,·,i,i,3.8,-0.1,i,54.2*
# Next entries
SMILES,MrgX1 antagonist,TRPC4 block,MrgX1 PAM,TRPC6 inhibitor,MrgX1 ag,RGS4 block,TRPC6 activator,Platelet DG rel,HIF act,RGS4 pot,SKKanGAS inh
CN(Cc1cnn(C)c1)Cc1nc(COc2ccccc2)no1,i,i,i,i,i,i,i,-0.1,0.2,i,1.6
CCC(C)c1ccccc1NC(=O)COC(=O)c1ccc2c(c1)S(=O)(=O)c1ccccc1C2=O (centres undefined),i,i,i,i,i,i,i,-13.7,-0.4,i,15.1
Cc1ccc(NC(=O)/C(=C\c2ccco2)NC(=O)c2ccco2)cc1,i,i,i,i,i,i,i,-9.2,0.4,i,4.3
CC(C)c1ccc(N2C(=O)CC(NNC(=O)c3cccnc3)C2=O)cc1 (centres undefined),i,i,i,i,i,i,i,-17.2,0.9,i,0.5
CC(CCOS(N)(=O)=O)c1ccccc1 (centres undefined),i,i,i,i,i,i,i,2.6,1.0,i,-0.6
CC(=O)Nc1ccccc1N(C)S(=O)(=O)c1ccc(C)cc1,i,i,i,i,i,i,i,6.6,3.3,i,-4.4
COc1ccc(N(CC(=O)Nc2ccc(F)c(F)c2)S(=O)(=O)c2c(C)[nH]c(=O)[nH]c2=O)cc1,i,i,i,i,i,i,i,-2.0,-0.3,i,8.6
C=CCn1c(SCC(=O)NC2CCCC2)nc2sc(C)cc2c1=O,i,i,i,i,i,i,i,-8.5,-0.4,i,2.2

# Screening results as filed in PubChem BioAssay.
